MRP resist rev: reverses drug resistance mediated by MRP | differential viability (reversal), % at 10 µM | H69AR cells + 2 uM doxorubicin, CellTiter-Glo, 72 h | AID 602 | actives 0.04% (n = 85,000);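 active = viability drop by adding the cancer drug above about 55%, with treated viability meeting a 40% cutoff, limit read from the data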;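 note: viability without doxorubicin minus viability with 2 µM doxorubicin for each compound; larger differential means the compound sensitizes cells more to doxorubicin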
Bcl-B TR3 displacers: displacers of TR3 peptide from Bcl-B, primary screen, selectivity assay for Bfl-1 inhibitor project, biochemical, fluorescence polarization; FP displacement of FITC-TR3 peptide from Bcl-B; higher % means a stronger effect; one-dose displacement, % at 20 µM; IC50 in µM for titrated hits; actives 0.11% (n = 96,000); AID 748;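 active = displacement above 50% at 20 µM plus a fluorescence interference ratio under 1.5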;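 note: plate controls were wells without compound for no effect and wells lacking Bcl-B protein for full effect; a part of the inactive calls stands beside numbers as strong as those of hits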
PLAP inhibition: PLAP enzyme inhibitors, biochemical, luminescence, HTS (AID 690) | actives 0.08% (n = 96,000) | purified PLAP, luminescent substrate; higher % means a stronger effect | inhibition, % at 20 µM, or IC50 in µM where a hit was titrated; in the data active = a potency from the dose series; inactive = the rest, 99 in 100 with inhibition below about 30%; note: strong numbers were not always called active
IL1B NFkB pot: enhances IL-1B driven NFkB nuclear translocation. HUVEC IL-1B NFkB p65 nuclear translocation imaging. activation, % at 2 µM. actives 0.3% (n = 94,000). AID 819;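 active = activation above 40%, about the mean plus 3 SD, also judged a hit on visual image review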;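 note: percent activation is computed from the nuclear over cytoplasmic p65 intensity ratio; values of inactives mirror those of a sister screen read the other way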
NFkB transloc inh: blocks IL-1B driven NFkB nuclear translocation in HUVEC cells; actives 0.43% (n = 94,000); AID 796; inhibition, % at 2 µM; HUVEC IL-1B NFkB p65 nuclear translocation imaging;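 active = inhibition above about 30% together with a positive call from visual inspection of the well image, limit read from the data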;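 note: nuclear over cytoplasmic p65 intensity ratio measured by imaging; 0% = IL-1B stimulated DMSO wells and 100% = unstimulated DMSO wells; values of inactives mirror those of a sister screen read the other way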
MRP resist rev cytotoxicity: further read-out of MRP resist rev, marked with its call; viability, %; H69AR cells, CellTiter-Glo, 72 h; measured here: cytotoxicity without doxorubicin
MRP resist rev with doxorubicin: also measured in MRP resist rev; calls as there; viability, %; measured here: viability with 2 uM doxorubicin; active compounds read low
NFkB transloc inh cell count 2 µM: second read-out of NFkB transloc inh, no call of its own (marks repeat the call); cell count; measured here: cells passing quality filter;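 raw number of nuclei counted in each imaged well without normalization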
IL1B NFkB pot cell count 2 µM: also measured in IL1B NFkB pot; calls as there; cell count; measured here: cells passing quality filter
Starred values were filed as active, the others as inactive; x = no result given.

SMILES	MRP resist rev	MRP resist rev cytotoxicity	MRP resist rev with doxorubicin	Bcl-B TR3 displacers	PLAP inhibition	IL1B NFkB pot	IL1B NFkB pot cell count 2 µM	NFkB transloc inh	NFkB transloc inh cell count 2 µM
O=C(c1ccncc1)N1CCN(C(=O)c2ccncc2)CC1	-2	102	104	-9%	-26%	35	120	-35	120
Cc1nc2ccc(NC(=O)c3sccc3C)cc2s1	-9	82	91	8%	4%	-7	166	7	166
CCS(=O)(=O)N1CCCC(C(=O)NC2CCCCC2)C1 (stereo unspecified)	3	98	95	-10%	0%	-9	104	9	104
CC(C(=O)NCC1CCCO1)n1cccc1C(=O)c1ccccc1 (stereo unspecified)	14	101	88	-8%	-11%	1	208	-1	208
COC(=O)Cc1[nH]nc2c1C1(CCSCC1)C(C#N)=C(N)O2	1	93	92	-1%	4%	38	143	-38	143
CCCCN1C(=O)/C(=C2/C=CC=CN2C)SC1=S	2	90	88	6%	45%	15	134	-15	134
CC(=O)Nc1ccc(S(=O)(=O)N(C)CC(=O)NC2=NCCS2)cc1	-5	100	105	-6%	7%	3	128	-3	128
COc1cc(OC)cc(-c2cc3nc(C)c(CCC(=O)O)c(C)n3n2)c1	x	x	x	-5%	-58%	18	102	-18	102
CC(OC(=O)CNC(=O)c1ccc2c(c1)OCO2)C(=O)NCCC1=CCCCC1 (stereo unspecified)	-5	92	98	-1%	-10%	-13	183	13	183
Cc1nnc(SCc2ccccc2C#N)n1-c1ccccc1	-13	73	86	-5%	-14%	24	20	-24	20
CCCCC(=O)Nc1ncc2c(n1)CC(C)(C)CC2=O	x	x	x	11%	-15%	4	117	-4	117
Cc1nc2cccc(C)n2c(=O)c1Cl	1	99	98	-5%	4%	9	185	-9	185
COC(=O)c1cc(Br)ccc1OC(=O)c1cccnc1	22	95	73	2%	-5%	-6	134	6	134
COc1ccc(-c2noc(CCC(=O)Nc3cc(OC)ccc3OC)n2)cc1	4	77	73	8%	-67%	-12	166	12	166
N#Cc1nc(-c2cccs2)oc1NCc1ccco1	5	90	85	3%	-1%	5	169	-5	169

Grouped by structure, the compounds so far containing four or more nitrogen atoms.
SMILES	MRP resist rev	MRP resist rev cytotoxicity	MRP resist rev with doxorubicin	Bcl-B TR3 displacers	PLAP inhibition	IL1B NFkB pot	IL1B NFkB pot cell count 2 µM	NFkB transloc inh	NFkB transloc inh cell count 2 µM
O=C(c1ccncc1)N1CCN(C(=O)c2ccncc2)CC1	-2	102	104	-9%	-26%	35	120	-35	120
COC(=O)Cc1[nH]nc2c1C1(CCSCC1)C(C#N)=C(N)O2	1	93	92	-1%	4%	38	143	-38	143
CC(=O)Nc1ccc(S(=O)(=O)N(C)CC(=O)NC2=NCCS2)cc1	-5	100	105	-6%	7%	3	128	-3	128
Cc1nnc(SCc2ccccc2C#N)n1-c1ccccc1	-13	73	86	-5%	-14%	24	20	-24	20

In the list so far, two contain an aryl methoxy group.
SMILES	MRP resist rev	MRP resist rev cytotoxicity	MRP resist rev with doxorubicin	Bcl-B TR3 displacers	PLAP inhibition	IL1B NFkB pot	IL1B NFkB pot cell count 2 µM	NFkB transloc inh	NFkB transloc inh cell count 2 µM
COc1cc(OC)cc(-c2cc3nc(C)c(CCC(=O)O)c(C)n3n2)c1	x	x	x	-5%	-58%	18	102	-18	102
COc1ccc(-c2noc(CCC(=O)Nc3cc(OC)ccc3OC)n2)cc1	4	77	73	8%	-67%	-12	166	12	166

Next section
SMILES	MRP resist rev	MRP resist rev cytotoxicity	MRP resist rev with doxorubicin	Bcl-B TR3 displacers	PLAP inhibition	IL1B NFkB pot	IL1B NFkB pot cell count 2 µM	NFkB transloc inh	NFkB transloc inh cell count 2 µM
CCOC(=O)C1CCCN(Cc2c(Cl)cccc2Cl)C1 (stereo unspecified)	21	98	77	-4%	3%	x	x	x	x
COc1ccc(CNc2ccc3c(c2)ncn3-c2ccccc2OC)cc1	0	93	92	-4%	-38%	-4	176	4	176
O=C(NCc1ccc(Cl)cc1)c1noc2c1CCCCC2	0	102	102	-9%	12%	x	x	x	x
c1ccc(-c2nn3c(C4CCCCC4)nnc3s2)nc1	5	85	81	-1%	-2%	20	101	-20	101
CCC(C)NS(=O)(=O)c1ccc(OC)c(Cl)c1Cl (stereo unspecified)	x	x	x	11%	28%	-12	177	12	177
CC1CN(C(=O)CSc2nnc(-c3ccc(Cl)cc3)n2C)CC(C)O1 (stereo unspecified)	6	89	83	-11%	13%	12	140	-12	140
CC(C)OC(=O)c1ccc(NC(=O)c2ccco2)cc1	-2	93	96	0%	10%	2	72	-2	72
Clc1ccccc1Cn1nnc2c(NCC3CC3)ncnc21	10	84	75	-5%	16%	1	149	-1	149
COc1ccccc1Nc1nc(-c2sc(NC(=O)c3ccccc3)nc2C)cs1	x	x	x	-2%	-22%	-1	131	2	131
O=P1(Nn2cnnc2)C=C(c2ccccc2)OC(c2ccccc2)=C1	-8	92	101	4%	-8%	8	78	-8	78
CCC(CO)NC(=O)c1cccc(S(=O)(=O)N2c3ccccc3CC2C)c1 (stereo unspecified)	-1	73	74	14%	-48%	-5	188	5	188
C/C(=N/NC(=O)c1ccc2c(c1)OCO2)c1cccc(NC(=O)C(C)(C)C)c1	x	x	x	-1%	2%	-15	138	15	138
CCc1ccc2c(COC(=O)c3n[nH]c4ccccc34)cc(=O)oc2c1	-7	79	85	3%	-62%	7	213	-8	213
Fc1ccccc1CCNc1nnnn1-c1ccccc1	5	92	87	-7%	26%	-7	42	7	42
COc1ccc(N2C(=O)CC(NCc3cccc(F)c3)C2=O)cc1 (stereo unspecified)	16	91	76	2%	-31%	x	x	x	x
O=C(CN1C(=O)C2CC=CCC2C1=O)Nc1nc2ccccc2[nH]1 (stereo unspecified)	-8	90	98	8%	-60%	3	194	-3	194
Clc1ccc(C2=Nn3c(nnc3-c3cccnc3)SC2)s1	0	69	69	3%	15%	24	119	-24	119
COC(=O)C1=C(N)c2c(F)cccc2C1(C#N)c1ccc(F)cc1 (stereo unspecified)	2	77	75	-17%	20%	-6	154	6	154
COc1cc(C2N(c3cc(C)on3)C(=O)C3CCCN32)cc(OC)c1OC (stereo unspecified)	x	x	x	-8%	1%	17	37	-15	37
CCOC(=O)c1sc(NC(=O)c2cc(-c3ccc(C)cc3)nc3ccccc23)c(C#N)c1C	x	x	x	-25%	-5%	13	203	-13	203
O=C1Nc2ccc(Br)cc2C1=Nc1ccc(-c2nnc3n2CCCCC3)cc1	-15	58	73	-4%	-66%	3	146	-3	146
COCCn1nnnc1C(c1cc(OC)ccc1OC)N1CCc2ccccc2C1 (stereo unspecified)	8	86	78	4%	-39%	x	x	x	x
COc1ccc2nc(/N=C\N(C)C)sc2c1	0	94	94	0%	-7%	-10	135	10	135
CN(C)/C=C/C=C1C(=O)CCCC1=O	21	101	80	x	x	1	186	-2	186
Cc1ccc2oc(=O)c3cnn(CC(=O)N4CCN(c5ccccn5)CC4)c3c2c1	3	95	92	0%	-20%	7	62	-7	62
COC(=O)/C(=C/c1c[nH]c2ccccc12)[N+](=O)[O-]	x	x	x	8%	-10%	14	125	-14	125
COc1ccc(-c2cc(CNC(C)=O)on2)cc1	x	x	x	4%	2%	x	x	x	x
O=C(Oc1cccc(-n2cnnn2)c1)c1sc2ccccc2c1Cl	9	99	90	3%	13%	10	128	-10	128
CCNc1nc(NCC)n2c(SCc3ccc(F)cc3)nnc2n1	0	84	84	-7%	-2%	1	177	-1	177
COC(=O)/C=C1/SC(=Nc2ccc(C)cc2C)NC1=O	x	x	x	11%	1%	7	217	-7	217
CCNC(=S)Nc1cccc(Cl)c1C	x	x	x	-3%	4%	1	144	-1	144
CCC(C)NC(=O)C1CCCCN1S(=O)(=O)c1ccc(F)cc1 (stereo unspecified)	-22	55	77	-7%	15%	32	71	-32	71
CCOC(=O)c1cc2ccccc2nc1C	5	101	96	-4%	2%	-15	75	15	75
COc1cc(C(c2nnnn2C(C)(C)C)N2CCN(c3nc4ccccc4s3)CC2)ccc1O (stereo unspecified)	2	9	7	3%	-63%	29	118	-29	118
CN(C)S(=O)(=O)N1CCN(C(=O)c2ccccc2Cl)CC1	11	112	101	0%	-5%	8	162	-8	162
COc1ccc(-c2nn(-c3ccccc3)cc2C#N)cc1	5	76	71	6%	28%	15	139	-15	139
CN(C)Cc1nc2c([nH]1)c(=O)n(C)c(=O)n2C	-9	103	112	0%	-16%	-7	50	7	50
COc1cccc2sc(Nc3nnc(-c4cccs4)o3)nc12	-14	23	36	-9%	-5%	12	145	-12	145
O=C(Nc1ccc2c(c1)oc1ccccc12)c1ccncc1	-11	69	80	-1%	12%	6	191	-6	191
O=C1CC2(CCCCC2)Oc2ccc(O)cc21	x	x	x	6%	16%	15	104	-14	104
COc1ccc(-c2csc(C)n2)cc1OC	-2	99	101	-4%	28%	-21	192	21	192
Cc1ccc(S(=O)(=O)NCc2cccnc2)s1	10	93	84	1%	-25%	6	154	-6	154
CCOC(=O)C1CCCN(C(=O)/C=C/c2cccc([N+](=O)[O-])c2)C1 (stereo unspecified)	x	x	x	3%	-7%	22	166	-22	166
Cc1ccc(-c2nc3ccccc3[nH]2)cc1N	-8	64	71	4%	22%	-14	160	14	160
Cc1ccc(-n2nc(C)c3c(C)c(CCC(=O)NC(C)c4ccccc4)c(C)nc32)cc1 (stereo unspecified)	-7	15	22	7%	-40%	4	185	-4	185
Cc1c(/C(O)=C2\C(=O)C(=O)N(CCN(C)C)C2c2ccco2)cnn1-c1ccccc1 (stereo unspecified)	31	94	64	-13%	-8%	7	142	-7	142
Cc1cc(-n2nc(C)cc2C)n2ncc(-c3ccccc3)c2n1	0	82	82	10%	-21%	-2	98	2	98
Cc1cnn(-c2cc(N/N=C/c3ccccc3Cl)ncn2)c1	x	x	x	-6%	12%	8	153	-16	147
Cc1cc(C)cc(Oc2nc(C(F)(F)F)nc3ccccc23)c1	x	x	x	-6%	-8%	15	113	-15	113
O=C(Nc1ccccc1-c1ccccc1)C1CCCN(c2ncccn2)C1 (stereo unspecified)	-2	70	72	10%	9%	-6	87	6	87
CC(C)n1c(SCC(=O)N2c3ccccc3CCc3ccccc32)nc2c1c(=O)n(C)c(=O)n2C	-9	20	29	x	x	-4	121	4	121
O=C(Nc1ccc(Cc2ccncc2)cc1)C1CCC(N2C(=O)C3CC=CCC3C2=O)CC1 (stereo unspecified)	-7	55	62	-7%	-5%	25	129	-25	129
COc1ccc2c(c1)CCc1c(C(=O)Nc3ccn(Cc4ccc(C)cc4)n3)noc1-2	-17	10	28	-10%	-3%	-4	156	4	156
c1ccc2[nH]c(-c3nc4ccccc4[nH]3)nc2c1	-13	57	69	-8%	11%	2	146	-2	146
COc1ccc2nc(C)cc(SCC(=O)NNC(=O)COc3ccccc3)c2c1	x	x	x	1%	-61%	-4	152	4	152
CCCCN1C(=O)c2ccc(C(=O)NC3=NCCS3)cc2C1=O	-13	94	108	2%	-8%	9	105	-9	105
Cc1ccc(C)c(N2CCN(S(=O)(=O)c3ccc4[nH]c(=O)c(=O)[nH]c4c3)CC2)c1	-12	73	85	-6%	-9%	-9	122	9	122
COc1cccc(NC(=O)CSCC(=O)Nc2ccccc2)c1	11	99	88	-6%	21%	-23	79	23	79
CCCn1nc(NC(=O)c2ccco2)c2cc3ccc(C)cc3nc21	-11	76	88	-2%	10%	x	x	x	x
COc1ccccc1NC(=O)CSc1nnc(Cc2cccn2C)n1CCc1ccccc1	-8	53	61	-5%	-39%	8	210	-8	210
CCOc1ccc(NC(=O)CN(C)c2ccc(S(=O)(=O)N(C(C)C)C(C)C)cn2)cc1OCC	-19	48	67	-2%	-12%	11	132	-11	132
CC(C)OC(=O)c1nnn(-c2nonc2N)c1CN1CCc2ccccc2C1	-1	91	92	11%	-21%	13	165	-13	165
COc1ccc(OCC(=O)Nc2ccc3c(c2)nc2n3CCSC2)cc1	2	105	102	1%	15%	6	115	-6	115

This is a subset; rates above refer to the full screens.
